# TexasRed fluor: Texas Red fluorescence interference in TRb-SRC2 counter-screen; TRb/SRC2 Texas Red total fluorescence interference; Potency, µM (highest dose often 106 µM), for inactives: at the highest dose fluorescence change, negative = quenching; 280,000 tested, 0.29% active; active means well fitted curve in either direction with a large enough effect; inconclusive means small, poorly fitted or top-dose-only effect; further: on the % scale 0 is the no-effect control and ±100 the full control effect
#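 Human TRb ligand-binding domain at 0.6 uM with 20 nM Texas Red SRC2 peptide in Tris buffer containing 1 uM T3 and 5% DMSO, incubated with compound 5 h at ambient temperature. Total fluorescence (555/632 nm) calculated as parallel + 2 × perpendicular.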
# RGS12 GoLoco inh: inhibitors of human Gai1-RGS12 GoLoco interaction (red fluorophore); P63096; Gai1:RGS12 GoLoco peptide FP, rhodamine, 10 min; Potency, µM (top dose mostly 61.6 µM), for inactives: at the highest dose activity, negative = inhibition, actives largely listed as inhibitors; 230,000 tested, 0.44% active; AID 880; active means well fitted inhibition curve with a large enough effect, not every such curve was filed as active; inactive means no such curve, though single readings can be large or run the other way; further: on the % scale 0 is the no-effect control and ±100 the full control effect; nearly all actives have a fitted effect of over 30% in size; many of its hits are not listed in these tables
# Target sequence (P63096 whole entry, looked up): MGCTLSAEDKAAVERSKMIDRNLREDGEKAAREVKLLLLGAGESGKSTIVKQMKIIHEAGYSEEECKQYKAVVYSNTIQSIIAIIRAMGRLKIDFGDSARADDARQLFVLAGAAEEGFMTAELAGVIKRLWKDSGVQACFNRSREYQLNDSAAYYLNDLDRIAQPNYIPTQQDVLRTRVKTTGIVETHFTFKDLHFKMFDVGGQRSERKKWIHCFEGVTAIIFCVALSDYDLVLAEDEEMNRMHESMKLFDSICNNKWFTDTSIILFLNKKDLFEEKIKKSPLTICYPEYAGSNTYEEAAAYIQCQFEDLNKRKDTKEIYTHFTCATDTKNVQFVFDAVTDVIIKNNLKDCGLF
# RECQ1 inh: blocks DNA unwinding by human RECQ1 | Potency, µM (top dose mostly 57.3 µM), without a hit: at the top dose activity, negative = inhibition, hits mostly inhibitors | 240,000 tested, 0.54% active | RECQ1 DNA unwinding, red fluorescence kinetic read | P46063;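 further: plate controls were vehicle for no effect and no enzyme for full effect; nearly all actives have a fitted effect of over 30% in size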
#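 50 nM RECQ1T1 preincubated 15 min with compound in Tris pH 8.0 buffer with MgCl2, DTT, Tween-20 and 2.5 ug/ml poly(dI-dC); started with 200 nM TAMRA/BHQ-2 forked duplex and 2 mM ATP. Unwinding read as fluorescence (525/598 nm), two reads 2 h apart.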
# SMN2 splice enh: increases expression of the SMN2 splice variant | 210,000 tested, 2.8% active | Potency, µM (top dose mostly 46.1 µM), inactives show at the top dose activity change, positive = activation, actives largely listed as activators | HEK293 SMN2-luciferase splicing reporter, luminescence, 30-36 h | AID 1458; further: % of control where 0% means no effect; nearly all actives have a fitted effect of over 55% in size
#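 qHTS luciferase splicing reporter: luminescence rises when SMN2 exon 7 is included in transfected HEK293 cells. Compound exposure lasted 30-36 h at 37C, with 4.5 mM final sodium butyrate as control, followed by a ONE-Glo read.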
# JMJD2E inh: blocks human JMJD2E demethylase activity | B2RXH2 | JMJD2E catalytic domain, FDH-coupled NADH fluorescence (FDH is formaldehyde dehydrogenase) | Potency, µM (doses to about 57.1 µM), without a hit: at the highest dose activity change, negative = inhibition, hits mostly inhibitors | AID 2147 | 230,000 tested, 1.6% active; active means well fitted inhibition curve with a large enough effect, not every such curve was filed as active; inconclusive means small, poorly fitted or top-dose-only effect, or another doubt; inactive means no such curve, though single readings can be large or run the other way;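 further: 0% = wells with enzyme and -100% = buffer wells without enzyme; nearly all actives have a fitted effect of over 50% in size; many of its hits are not listed in these tables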
# ALDH1A1 inh: blocks purified human ALDH1A1 activity; P00352; Purified ALDH1A1, NADH fluorescence, propionaldehyde substrate; Potency, µM (series often up to 75.3 µM), for inactives: at the highest dose activity, negative = inhibition, usual class: inhibitors; 220,000 tested, 7.3% active; AID 1030; active means well fitted inhibition curve with a large enough effect, not every such curve was filed as active; inconclusive means small, poorly fitted or top-dose-only effect, or another doubt; inactive means no such curve, though single readings can be large or run the other way;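 further: plate controls were no enzyme wells and a reference inhibitor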
# Lamin A splicing: LMNA splicing modulation. 200,000 tested, 0.01% active. Potency, µM (doses to about 46.1 µM), inactives show at the top dose ratio change, negative = inhibition, most hits filed as inhibitors. HeLa LMNA splicing GFP/RFP minigene ratio, 48 h; active means well fitted inhibition curve with a large enough effect in the signal ratio, with a control signal flat, not every such curve was filed as active; inconclusive means small, poorly fitted or top-dose-only effect, or effect the other way, or a change in a side signal; the % refers to the signal ratio; further: on the % scale 0 is the no-effect control and ±100 the full control effect
#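 S3 HeLa stable clones carrying a lamin A-EGFP splicing minigene plus DsRed2 were seeded at 600 cells/well in Opti-MEM with 2% FBS, pin-dosed and incubated 48 h at 37°C. Acumen cytometry (488 nm) gave the GFP/RFP total-intensity ratio.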
# TRb-SRC2 inh: disrupts binding of human TR beta to SRC2; P10828; TRbeta-SRC2 peptide binding, fluorescence polarization; receptor liganded with 1 µM T3; Potency, µM (highest dose often 106 µM), without a hit: at the highest dose activity change, negative = inhibition, usual class: inhibitors; 280,000 tested, 0.065% active;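 further: plate controls were bound peptide for no effect and peptide without receptor for full effect; nearly all actives have a fitted effect of over 50% in size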
# Target sequence (P10828 whole entry, looked up): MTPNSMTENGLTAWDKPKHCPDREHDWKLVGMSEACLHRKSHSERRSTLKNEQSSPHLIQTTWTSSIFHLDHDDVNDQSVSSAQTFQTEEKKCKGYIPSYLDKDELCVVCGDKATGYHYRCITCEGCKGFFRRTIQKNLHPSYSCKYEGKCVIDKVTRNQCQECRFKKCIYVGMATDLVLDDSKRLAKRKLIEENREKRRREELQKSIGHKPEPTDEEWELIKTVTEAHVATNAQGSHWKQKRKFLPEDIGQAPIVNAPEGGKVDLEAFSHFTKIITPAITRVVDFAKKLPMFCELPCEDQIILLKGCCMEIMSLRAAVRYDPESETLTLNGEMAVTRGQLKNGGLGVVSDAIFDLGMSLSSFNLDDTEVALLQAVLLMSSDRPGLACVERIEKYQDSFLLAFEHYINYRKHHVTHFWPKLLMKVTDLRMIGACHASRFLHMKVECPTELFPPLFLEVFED
#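 Fluorescence polarization of 20 nM Texas Red SRC2 peptide with 0.6 uM human TRb ligand-binding domain, in Tris buffer with 1uM T3 and 5% DMSO. Incubated 5 hr ambient; normalized to unbound and bound controls.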
# * = called active by the depositor; i = inactive; u = inconclusive; x = not tested or not shown; ! = a repeat was not active; [ ] = remark or other dose. Unless noted, the call rests on the fitted dose curve; in most records, active means well fitted curve in the direction sought with a large enough effect; inconclusive means small, poorly fitted or top-dose-only effect, or another doubt; inactive means no such curve, though single readings can be large; an effect the other way counts as inactive or inconclusive. Potency means the concentration at half of the fitted maximal effect. Only part of the results is shown; count on the stated rates, not on these rows.
Compound | TexasRed fluor | RGS12 GoLoco inh | RECQ1 inh | SMN2 splice enh | JMJD2E inh | ALDH1A1 inh | Lamin A splicing | TRb-SRC2 inh
CC1CCCCC1NC1=NCCCS1 (stereo not given) | -1% | -1% | -3% | -2% | 0% | 18% | -13%[46 µM] | -2%
Cc1cnc(C(=O)Nc2ccc(N3CCOCC3)cc2)cn1 | -5% | 4% | -1% | u | 3% | u | -3% | 2%
Cc1nn(Cc2ccccc2)c(N)c1C#N | -5% | 12% | -6% | -1% | 9% | 5% | -1% | -4%
COc1cc(NC(=S)NCc2cccnc2)cc(OC)c1 | -2% | -5% | 3% | 14% | -2% | 4% | 3% | 7%
CCc1ccc(N2CC34C=CC(O3)C(C(=O)OC)C4C2=O)cc1 (stereo not given) | -4% | -4% | -3% | -14% | 4% | -1% | -17% | 6%
COc1ccc(NC(=O)C2CCC(CNc3c(N4CCC(C)CC4)c(=O)c3=O)CC2)cc1OC (stereo not given) | -3% | 5% | -5% | x | -7% | -5% | -7% | -2%
O=S(=O)(Nc1ccc(N2CCCCC2)cc1)c1ccc(F)cc1F | 0% | 12% | i | x | -13% | -13% | x | -10%
O=C(NCC1CCCO1)Nc1ccc(Cl)cc1 (stereo not given) | -2% | -5% | 6% | 4% | -2% | 2% | 11% | -5%
O=C(c1ccco1)N1CCN(C(=O)C(Sc2ccccc2)c2ccccc2)CC1 (stereo not given) | -10% | 15% | -1% | -64%[inhibitor] | 10% | 14µM* | -21% | -1%
O=C(CSc1nnc2n1CCCN2)c1ccccc1 | -1% | -1% | -6% | x | 3% | x | x | -5%
O=C(NCc1csc(-c2cccs2)n1)Nc1ccc(C(F)(F)F)cc1 | -2% | 3% | -10% | x | u | x | x | 8%
COC(=O)CCC(=O)OC1(C)C(=O)C=C2C=C(C3CC3)N(Cc3ccccc3)C=C2C1=O (stereo not given) | 0%[11.2 µM] | 7%[14.2 µM] | u | -9%[9.22 µM] | 14µM*! | 16%[13.5 µM] | u | 9%[11.2 µM]

# In another format: results already given
# Second line of a record – TexasRed fluor	RGS12 GoLoco inh	RECQ1 inh	SMN2 splice enh	JMJD2E inh	ALDH1A1 inh	Lamin A splicing	TRb-SRC2 inh
Cc1nn(Cc2ccccc2)c(N)c1C#N
  -5%	12%	-6%	-1%	9%	5%	-1%	-4%
COc1cc(NC(=S)NCc2cccnc2)cc(OC)c1
  -2%	-5%	3%	14%	-2%	4%	3%	7%

# Next compounds.
Compound | TexasRed fluor | RGS12 GoLoco inh | RECQ1 inh | SMN2 splice enh | JMJD2E inh | ALDH1A1 inh | Lamin A splicing | TRb-SRC2 inh
C/C(N)=C(/C#N)C(=O)CSc1nnc(Nc2ccccc2C)s1 | 1% | 40%[activator] | 6% | -6% | 6% | u | 1% | -6%
Cc1nn(-c2ccccc2)c(N)c1C(O)(C(F)(F)F)C(F)(F)F | 9% | 3% | -3% | 18% | 1% | 7% | -19% | 2%
CSc1nc(Cl)c(Cc2ccc(OC(C)C)cc2)c(N(C)C)n1 | 1% | 10% | -2% | -49%[inhibitor] | 0% | 16% | u | 5%
Cc1cc(C(F)F)n2nc(C(=O)Nc3sc4c(c3C#N)CCC4)nc2n1 | -10% | 3% | u | -3% | 0% | u | -5% | -1%
CC1CCCC(C)N1c1nnc(N)s1 (stereo not given) | 1% | 23% | -2% | -4% | -5% | 18% | -2% | 5%
CC(=O)Oc1cc2c(cc1Cl)C1(CC(c3ccccc3Cl)O2)CC(C)(C)NC(=S)N1 (stereo not given) | -9% | 7% | -16% | -28% | 3% | -1% | u | -22%
N#C/C(=C(/O)COC(=O)Cc1c[nH]c2ccccc12)c1nc2ccccc2[nH]1 | -1% | 63%[activator] | 2% | -11% | -11% | -8% | 5% | 4%
Cc1ccc(S(=O)(=O)NCCC(=O)Nc2nccs2)cc1 | 3% | -13% | -14% | 23% | 12% | u | -17%[46 µM] | 1%
O=C(NCC1CCCO1)/C(=C\c1ccco1)NC(=O)c1ccccc1 (stereo not given) | 7% | 9% | -4% | 1% | u | u | 21% | -9%
CC1CCCN(CCCOc2ccc([N+](=O)[O-])cc2)C1 (stereo not given) | 0% | -1% | -2% | u | u | u | -7% | 1%
COC(=O)c1cc(C)sc1NC(=O)c1cccnc1 | 1% | 1% | 2% | -18% | u | 2% | u | -6%
CCCCn1c(-c2cc(Cl)ccc2OC)n[nH]c1=S | -2% | 10% | 2% | -15% | u | u | u | -22%

# Complete entries as entered above.
# `COc1ccc(NC(=O)C2CCC(CNc3c(N4CCC(C)CC4)c(=O)c3=O)CC2)cc1OC` (stereo not given) as listed: TexasRed fluor = -3%; RGS12 GoLoco inh = 5%; RECQ1 inh = -5%; SMN2 splice enh = x; JMJD2E inh = -7%; ALDH1A1 inh = -5%; Lamin A splicing = -7%; TRb-SRC2 inh = -2%
# `COc1cc(NC(=S)NCc2cccnc2)cc(OC)c1` as listed: TexasRed fluor = -2%; RGS12 GoLoco inh = -5%; RECQ1 inh = 3%; SMN2 splice enh = 14%; JMJD2E inh = -2%; ALDH1A1 inh = 4%; Lamin A splicing = 3%; TRb-SRC2 inh = 7%

# Next section:
Molecule,TexasRed fluor,RGS12 GoLoco inh,RECQ1 inh,SMN2 splice enh,JMJD2E inh,ALDH1A1 inh,Lamin A splicing,TRb-SRC2 inh
CC1Cc2ccccc2N1C(=O)CSc1nnc(-c2ccc(S(=O)(=O)N3CCOCC3)cc2)n1C (stereo not given),-1%,3%,-3%,-12%[1.84 µM],3%,-4%,0%,-5%
O=C(Cc1c(F)cccc1Cl)Nc1nc2ccccc2s1,-1%,7%,u,-6%,-10%,-7%,7%[46 µM],2%
CC(C)NC(=O)NC(=O)COc1ncnc2sccc12,4%,1%,-3%,-15%,u,0%,-11%,-14%
Fc1ccc2nc(N3CCCCC3)sc2c1,-1%,-2%,-4%,19%,4%,20%,-5%,-8%
COc1ccc(CNC(=O)COc2ccc(S(=O)(=O)NC(C)C)cc2)cc1,-5%,6%,-1%,-11%,-1%,-3%,-2%,1%
CCCCC(=O)Nc1ccc(C(=O)NCCCn2ccnc2)cc1,2%,7%,-13%,-31%[inhibitor],8%,-3%,14%,4%
Cc1ccc(S(=O)(=O)Nc2ccc(NC(=O)CN3CCCCC3)cc2)cc1,0%,12%,-3%,5%,2%,-2%,-11%,5%
Cc1nn(CC(=O)OCCOc2ccc(Br)cc2)c(C)c1[N+](=O)[O-],-1%,-3%,-1%,3%,-4%,4%,u,4%
COc1ccc(NC(=O)Nc2ccc(C(=O)N3CCOCC3)cc2)cc1,-5%,6%,4%,-20%,-5%,0%,-10%,0%
COCCN(C(=S)Nc1ccc(C(C)C)cc1)C(C)c1cccs1 (stereo not given),-1%,5%,i,-36%[inhibitor],-3%,0%,x,0%
COc1cc(CNn2cnnc2)ccc1OCC(=O)NC(C)(C)C,-5%,6%,-1%,-2%,1%,10%,13%,8%
COc1ccc(C)cc1N(C(=O)CNC(=O)c1ccco1)C(C(=O)NC1CCCC1)c1cccnc1 (stereo not given),2%,-3%,i,-10%,4%,-4%,2%,-2%
O=S(=O)(c1ccc(F)cc1)c1nc(-c2ccco2)oc1Nc1ccc(F)cc1,2%,21%,-23%,-9%,u,u,-4%,2%
O=C1C2=C(CCCC2)C(=O)N1c1cccc(OCCBr)c1,-1%,-5%,-2%,-2%,6%,-3%,1%,10%
CCOC(=O)c1ccccc1NC(=O)c1cccc(F)c1,0%,-5%,-2%,-40%[inhibitor],-3%,0%,9%,-3%
Cc1nc(NS(=O)(=O)c2ccc(Cl)s2)c2c3c(sc2n1)CCCC3,-2%,5%,-6%,x,u,x,x,-13%
CCCCCCCC[n+]1cccc(C(=O)N(CC)CC)c1,-3%,-2%,6%,-5%,0%,4%,u,-8%
O=C1CCCc2ccccc2N1Cc1ccc(Cl)cc1Cl,0%,5%,-3%,-60%[inhibitor],-3%,5%,u,-4%
COc1cc(NC(=S)NCCC(c2ccccc2)c2ccccc2)c(OC)cc1Cl,-1%,x,-3%,x,0%,u,u,-3%
Cc1cc(C(=O)Nc2cccc(O)c2)c(C)o1,1%,-4%,i,23%,-2%,1%,10%,-5%
O=C(O)C1CCCN(C(=O)NCc2ccccc2)C1 (stereo not given),-9%,2%,i,9%,6%,1%,-2%,1%
CC(C(=O)Nc1nc2ccccc2[nH]1)N1C(=O)C2CC=CCC2C1=O (stereo not given),-2%,8%,5%,-9%,-3%,10%,0%,1%
COc1ccc(CC(=O)Nc2ccc(N3CCOCC3)cc2)cc1OC,-2%,15%,-7%,x,-13%,0%,u,-1%
CCn1cc(CN2CCCC(CNS(=O)(=O)Cc3ccccc3)C2)cn1 (stereo not given),-1%,5%,-4%,x,-2%,5%,-1%[46 µM],7%
CC[n+]1ccc(/C=C/c2ccc(N(C)C)cc2)c2ccccc21,32µM*[fluorescent],267%[activator],35µM*,x,u,22µM*,u,u
Cc1c(Cl)c([N+](=O)[O-])nn1CCCC(=O)Nc1cc(Cl)ccc1Cl,-1%,4%,-4%,-15%,10%,u,u,2%
Cc1cccc(Nc2nc(-c3ccc4c(c3)OCCO4)cs2)c1,-4%,4%,-21%,11µM*,-9%,20µM*,-7%,-1%
Cc1ccc(-c2csc3ncnc(SCC(=O)NCc4ccc5c(c4)OCO5)c23)cc1,-1%,21%,-6%,-11%,-2%,-7%,12%[0.0737 µM],-14%
COC(=O)c1nc(N)sc1C,-6%,8%,i,13%,2%,8%,u,-4%
CC(Sc1nc(N(C)C)nc(N2CCOCC2)n1)C(=O)Nc1ccccc1 (stereo not given),-5%,-2%,-1%,-11%,4%,3%,8%,1%
